Screens from PubChem BioAssay.
SENP8 inh: human SENP8 protease inhibitors, primary screen, biochemical, fluorescence, Nedd8 protein substrate, uHTS | 360,000 tested, 0.64% active | inhibition, % at 20 µM | recombinant SENP8 | AID 602440, 2012; in the data active = inhibition mostly above about 40%, no sharp cut-off; inactive = mostly below about 27%
Target sequence (Q96LD8 whole entry, looked up): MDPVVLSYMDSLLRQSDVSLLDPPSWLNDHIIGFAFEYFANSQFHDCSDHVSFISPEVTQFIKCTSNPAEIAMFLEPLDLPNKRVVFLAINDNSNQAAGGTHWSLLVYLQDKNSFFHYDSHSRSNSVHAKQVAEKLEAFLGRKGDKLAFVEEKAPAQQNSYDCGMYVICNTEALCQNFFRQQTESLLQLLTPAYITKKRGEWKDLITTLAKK
SENP1 FRET inh: human SENP1 catalytic domain inhibitors, primary screen, biochemical, FRET, uHTS | inhibition, % at 10 µM | recombinant SENP1 catalytic domain, CyPet-SUMO1-YPet FRET cleavage | 360,000 tested, 0.21% active | AID 624204, 2012;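 active = inhibition at least 30% at 10 µM, raw YFP signal under a set limit, fluorescence ratio 0.5 to 1.5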;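 note: 0% = enzyme with DMSO and 100% = no enzyme wells; some results filed as inactive read as strong as hits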
Target sequence (Q9P0U3 419-644 limits assumed): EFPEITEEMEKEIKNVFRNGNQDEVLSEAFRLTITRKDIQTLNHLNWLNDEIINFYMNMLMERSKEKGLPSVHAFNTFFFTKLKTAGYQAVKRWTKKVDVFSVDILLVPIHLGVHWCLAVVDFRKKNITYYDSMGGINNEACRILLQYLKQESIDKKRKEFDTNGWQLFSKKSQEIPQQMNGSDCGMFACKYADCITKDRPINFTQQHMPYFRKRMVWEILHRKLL
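material = recombinant human SENP1 catalytic domain, His6-tagged | quantity = 20 pM enzyme | reagent = 25 nM SUMO1 FRET substrate | compound dosing = 10 µM single point, 0.5% DMSO | timing = 50 min enzyme reaction, room temperature, light-protected | detection = FRET, CFP and YFP emission | control set = no-enzyme low, enzyme-DMSO high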
Numbers without * were called inactive; i = inactive; & = joins results of further samples. A portion of the library; rates above refer to the full screens.

canonical_smiles	SENP8 inh	SENP1 FRET inh
CCC(CC)C(C(=O)NCc1ccccc1)N1CCN(CCN2CCOCC2)CC1 (configuration not stated)	14	3
CCOC(=O)c1[nH]c(C)c(/C(C)=N\O)c1C	23	0
Nc1ccn([C@@H]2O[C@H](CNC(=O)[C@@H](N)CSCc3ccccc3)[C@@H](O)[C@H]2O)c(=O)n1	30	4
Cc1cc(C=NCCCO)c(C)n1-c1cc(Cl)ccc1Cl	11	0
COc1cccc(NC(=O)C2(C)CCN2C(=O)Cc2ccc(-c3ccccc3)cc2)c1 (configuration not stated)	11	0
CN(C(=O)c1cccc(NC(=O)Cc2ccc(NC(=O)C3CCN(C(=O)C4CC4)CC3)cc2)c1)C1CC1	2	0
CC(C)(CC(=O)c1ccccc1)CC(=O)c1ccccc1	3	1
COc1cc(Cl)c(C)cc1NC(=O)CN1CCN(C(=O)c2cccs2)CC1	10	3
CC(C)(C)C(=O)Nc1cc2nn(-c3ccccc3)nc2cc1Cl	-353	1
Cc1ccc(P(=O)(c2ccc(C)cc2)[C@@H](NC(c2ccccc2)c2ccccc2)c2ccccc2)cc1	8	1
C(=Cc1cnnc2ccccc12)c1ccccc1	20	-6
CC(C)NC(=O)Nc1ccc2c(c1)C(=O)N([C@H](C)CO)C[C@H](C)[C@@H](CN(C)C(=O)NC(C)C)O2	4	0
COc1ncnc2c1ncn2CCCN1CCN(C(=O)C2CC2)CC1	5	2
CC1=C(C(=O)N2CCCCCC2)CC(CC(=O)NC2CCCC2)C(=O)N1CCC1=CCCCC1 (configuration not stated)	5	-3
Cc1ccccc1NC(=O)C(C)OC(=O)CCC(=O)c1ccccc1 (configuration not stated)	9	3
COc1cc2c(cc1OC)C(Cc1ccccc1[N+](=O)[O-])=NCC2	-111	-5
CC(=O)C1=CCC(c2ccc(Cl)cc2)N(S(=O)(=O)c2ccccc2)C1 (configuration not stated)	6	1
CC(C)NC(=O)Nc1ccc2c(c1)C(=O)N([C@H](C)CO)C[C@H](C)[C@@H](CN(C)Cc1ccc(C(F)(F)F)cc1)OCCCC[C@@H](C)O2	-2	-1
CCOc1cc(NC(=S)Nc2cccc(C)c2)c(OCC)cc1NC(=O)CC(C)C	20	-1
CCCCC(c1nc2ccccc2[nH]1)n1c(-c2ccccc2)nc2ccccc21 (configuration not stated)	18	3
C[C@@H]1CCCCO[C@H](CN(C)C(=O)Nc2ccc3c(c2)OCO3)[C@H](C)CN([C@@H](C)CO)C(=O)c2cc(NS(=O)(=O)c3ccc(Cl)cc3)ccc2O1	-1	0
CN(Cc1ccccc1C(F)(F)F)C(=O)C1CCC(=O)N(CC2CCCCC2)C1 (configuration not stated)	10	1
O=C1NC[C@H](CCCCN2CCN(CCc3ccc(O)cc3)C(=O)C2=O)N(CCc2ccc(O)cc2)C1=O	10	2
CCCNC(=O)C1(C)CCCN(Cc2noc(-c3c(C)noc3C)n2)C1 (configuration not stated)	4	3
COc1ccc(NC(=O)Cn2nnc(-c3ccccc3)c2COc2ccc3ccccc3c2)cn1	8	-1
COc1cc2cc(C(=O)NC(C)c3cccc4ccccc34)c(N)nc2cc1OC (configuration not stated)	-402	-52
CC1(C(=O)NS(=O)(=O)Cc2ccccc2)CCN1C(=O)C1(c2ccc(Cl)cc2)CC1 (configuration not stated)	30	3
COc1cccc(OC2(C)CCN(Cc3cccn3-c3nccs3)C2)c1 (configuration not stated)	11	0
O=C(N[C@@H]1CC[C@@H](CCNC(=O)C2CCOCC2)O[C@@H]1CO)c1ccncc1	21	0
CC1(C)NC(=O)N(CCC(=O)Nc2ccc(C(C)(C)C)cc2)C1=O	11	4
CC1(C)CN(c2ccc(Br)cc2)C(=O)[C@H]1CC(=O)Nc1ccccc1	-16	0
CC1CC(=O)Nc2ccccc2N1 (configuration not stated)	9	2
Cc1c([N+](=O)[O-])cc(N2C(=O)C=CC2=O)cc1[N+](=O)[O-]	3	-1
CCOc1ccccc1N1CC(C(=O)NCCC2=CCCCC2)CC1=O (configuration not stated)	5	2
COCCNc1ncnc2c1ncn2[C@H]1CN(Cc2cc(OC)c(OC)c(OC)c2)C[C@@H](CO)O1	12	3
Cc1ccc(F)c(S(=O)(=O)NC(=O)C2(C)CCN2C(=O)Cc2ccc(Cl)cc2Cl)c1 (configuration not stated)	5	1
Cc1ccc(C(=O)NN=Cc2ccc3c(c2)OCO3)cc1	-127	1
O=C(O)c1ccc(NS(=O)(=O)Cc2ccc(Cl)c(Cl)c2)cc1	-5	2
Cc1ccc(C)c(N2CCN(C(C(=O)NC3CCCC3)C(C)C)CC2)c1 (configuration not stated)	27	2
O=C(O)c1ccccc1NCc1ccsc1	-276	0
C[C@H](NC(=O)c1ncn2c1C(=O)N[C@@H](C)C2)C(=O)OC(C)(C)C	6	3
CCCN(CC(=O)Nc1ccccc1OC)C(=O)c1ccc(S(=O)(=O)Nc2ccccc2OC)cc1	-14	2
CCOC(=O)[C@]12CCCC=C1N(Cc1ccc(Cl)cc1Cl)C(=O)[C@H](CC(=O)NCc1cccc3ccccc13)C2	14	-1
C=Cc1ccc(Cn2c(C)c(C(=O)NCc3ccc(C#N)cc3)sc2=O)cc1	-2	4
COc1cc(OC)cc(C(=O)N(Cc2ccco2)c2c(N)n(Cc3ccccc3)c(=O)[nH]c2=O)c1	-22	-16
CN1C(=O)[C@H]2[C@@H](c3ccc(C(F)(F)F)cc3)N[C@]3(CCCN(Cc4ccco4)C3=O)[C@H]2C1=O	-19	2
O=C(COC(=O)c1cccc(F)c1)Nc1cccc(S(=O)(=O)N2CCOCC2)c1	12	2
Cc1ccc([C@@H]2CC(=O)[C@@H]3CN(S(=O)(=O)c4ccc(C)cc4)[C@H](c4ccccc4)C[C@@H]3N2S(=O)(=O)c2ccc(C)cc2)cc1	8	2
c1ccc2nc3c(ccc4ccccc43)cc2c1	-495	3
CC1(C(=O)NS(=O)(=O)Cc2ccccc2)CCN1C(=O)c1ccc(C2CCCCC2)cc1 (configuration not stated)	15	0
CCC/C=C/c1ccc(CN2C(CC(C)C)C(=O)N(Cc3cn(CCOCOC)nn3)CCS2(=O)=O)cc1 (configuration not stated)	14	1
O=C(NCCNC(=O)Nc1ccc(Cl)cc1)Nc1ccc(Cl)cc1	5	1
CCC(=O)N(C)C[C@@H]1Oc2ncc(Br)cc2C(=O)N([C@@H](C)CO)C[C@H]1C	3	-1
CCNC(=O)C1(C)CCN(Cc2noc(-c3c(C)noc3C)n2)C1 (configuration not stated)	6	2
O=C1Nc2ccccc2-n2nnnc2C1N1CCN(c2ccc(F)cc2)CC1 (configuration not stated)	8	-4
CC(C)C(=O)N1CCCC1(C)C(=O)Nc1ccc2c(c1)OCO2 (configuration not stated)	9	-1
CN(C)c1ccc(C=NNC(=S)Nc2ccc(F)cc2)cc1	-461	-118
COc1cc(C(O)c2nc(-c3cccc(C(=O)O)c3)cs2)ccc1F (configuration not stated)	8	2
COc1ccc(CN2C(=O)C(CC(=O)NC(c3ccccc3)c3ccccc3)CC(C(=O)N(C(C)C)C(C)C)=C2C)cc1 (configuration not stated)	0	2
CC(=O)NC(c1cccc(F)c1)c1nc(-c2cccc(C(F)(F)F)c2)cs1 (configuration not stated)	-4	2

Continuation:
canonical_smiles	SENP8 inh	SENP1 FRET inh
Cc1ccc(S(=O)(=O)N(CCCc2c(C)nc(N)[nH]c2=O)Cc2ccc([N+](=O)[O-])cc2)cc1	15	4
CCOc1ccccc1N(CC)C(=O)c1cc2c(s1)-c1ccccc1S(=O)(=O)C2	21	-6
O=C(c1cccs1)N1C[C@H](O)[C@@H](n2cc(C3CC3)nn2)C[C@@H]1c1ccccc1	3	1
C/C(N)=C(/C#N)C(=O)COC(=O)c1cc(-c2ccc(Br)cc2)nc2ccccc12	-61&-87	0&0
COc1ccccc1CCn1cnc(-c2ccc(Br)cc2)c1C(C)C	-16	-6
CCC(=O)N1CCC1(C)C(=O)Nc1ccc2nc(C)ccc2c1 (configuration not stated)	-45	0
C[C@@H]1CN([C@@H](C)CO)C(=O)CCCn2nncc2CO[C@@H]1CN(C)C(=O)Nc1ccc2c(c1)OCO2	9	1
Cc1ccc(S(=O)(=O)NC(=O)C2(C)CCN2C(=O)Cc2cccs2)cc1 (configuration not stated)	26	2
S=c1sscc1-c1ccccc1	35	2
Cc1cc(NC(=O)CN2C(=O)NC3(CCC(C)CC3)C2=O)no1 (configuration not stated)	13	1
Cc1sc2ccccc2c1CNC[C@H]1O[C@@H](n2ccc(=O)[nH]c2=O)[C@H](O)[C@@H]1O	50*	-2
O=C(NC(Cc1c[nH]c2ccccc12)C(=O)O)OCC1c2ccccc2-c2ccccc21 (configuration not stated)	5	0
CCOc1cc(C=NNC(=O)N(c2ccccc2)c2ccccc2)ccc1O	5	6
Cc1ccc(N2CCN(C(=O)C(=O)c3cccc(Br)c3)CC2)cc1	14	-2
O=C(NCc1cccc(Cl)c1)c1ccc(-c2cccnc2)c2ccoc12	-6	-4
Clc1cccc(Cc2c(-c3cccc(Br)c3)nc3ccc(Cl)cn23)c1	-111	19
CCN(CC(=O)Nc1c(F)cccc1F)C(=O)C1CCCO1 (configuration not stated)	1	1
CC(CCc1ccccc1)NC(=O)CNC(=S)N(Cc1cccs1)C1CCCC1 (configuration not stated)	21	1
CCOC(=O)C1=CCC(c2ccc(N(CC)CC)cc2)N(S(=O)(=O)c2ccc(C)cc2)C1c1ccc([N+](=O)[O-])cc1 (configuration not stated)	14	-21
CCCC1NC(=O)c2cccnc2-n2c1nc1ccc(C)cc1c2=O (configuration not stated)	7	0
O=C(NCCC(F)(F)F)C1Cc2c(-c3ccc(Cl)cc3)ccnc2O1 (configuration not stated)	18	1
CCC(=O)c1ccc(OCC(=O)OC(C)C(=O)Nc2c(C)n(C)n(-c3ccccc3)c2=O)cc1 (configuration not stated)	-5	1
CCN1CCc2c(C#N)c(N3CCOCC3)nc(NCc3ccccc3)c2C1	-344	-58
Oc1ccccc1C=NN1CCCCCC1	10	0
C[C@H]1CN([C@@H](C)CO)C(=O)CCCn2cc(nn2)CO[C@@H]1CN(C)S(=O)(=O)c1cccs1	10	0
NS(=O)(=O)c1ccc(N/N=C/c2ccc(O)c(O)c2O)c([N+](=O)[O-])c1	106*	2
CC(C)=C[C@H]1C[C@H](C)[C@H]2CC[C@H](C)c3c(O[C@@H]4O[C@@H](C)[C@@H](O)[C@@H](O)[C@@H]4O)c(O)c(C)c1c32	-1	-4
COC(=O)c1cccc(CN2C(=O)C(C)Sc3cc(Cl)ccc32)c1 (configuration not stated)	-2	0
CN(Cc1cnn(-c2ccc(F)cc2)c1)C(=O)[C@H]1O[C@@H](n2ccc(N)nc2=O)[C@H](O)[C@@H]1O	34	1
COc1c2c(c3c(c1OC)c(=O)c1ccccc1n3C)OCO2	-330	-30
CCCN(CC(=O)Nc1ccccc1OC)CC(=O)c1c(N)n(Cc2ccccc2)c(=O)n(C)c1=O	1	1
COc1cc(-c2cc(NC=O)c3ncc(-c4ccc(C(C)=O)cc4)n3c2)cc(OC)c1OC	i	-14
Nc1ccn([C@@H]2O[C@H](CNCC3=CCOc4ccc(O)cc43)[C@@H](O)[C@H]2O)c(=O)n1	-3	-1
Cc1ccc(-n2c(Cl)c(Cl)nc(Cl)c2=O)cc1	-375	-19
CC1(CCOCc2ccccc2)NC(=O)NC1=O (configuration not stated)	10	1
C[C@@H]1CN([C@@H](C)CO)C(=O)CCCn2nncc2CO[C@@H]1CN(C)C(=O)Nc1ccc(N2CCCCC2)cc1	-1	3
